High-throughput results as filed in PubChem.
mIAP act = mouse IAP activation. muIAP, CDP-Star luminescence, 30 min; active compounds read high; 1 = vehicle-only enzyme signal, 0 = enzyme-free wells. actives 0.24% (n = 330,000). activation factor at 10 µM. AID 2805;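 active = activation factor of at least 2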; note: the source names both 10 and 20 µM as test concentration; values of inactives mirror those of a sister screen read the other way
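also added = chemiluminescent substrate CDP-Star | test system = mouse IAP enzyme | signal = chemiluminescence readout | compound = DMSO-dissolved test compounds | incubation = 30 min at room temperature | benchmarks = DMSO wells, no-enzyme wells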
APOBEC3A inh = inhibitors of human APOBEC3A DNA deaminase; P31941; recombinant A3A, FAM/TAMRA ssDNA deamination fluorescence; inhibition, % at 20 µM; actives 0.41% (n = 330,000); AID 493011;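 active = at least 40% inhibition at 20 µM here, with at most 30% in a related deaminase screen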;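 note: plate controls were A3A with DMSO for no effect and wells lacking A3A enzyme for full effect; some results filed as inactive read as strong as hits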
NALP3 yeast inh = inhibitors of NALP3 inflammasome in yeast; Yeast reconstituted NLRP3/ASC/caspase-1, beta-gal luminescence, 24 h; inhibition, % at 10 µM; actives 0.39% (n = 330,000); AID 2825;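 active = inhibition of 50% or more; inactive = inhibition below 50%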;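 note: plate controls were induced DMSO wells for no effect and uninduced yeast grown without galactose for full effect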
MIN6 prolif = MIN6 beta-cell proliferation induction. AID 2380. actives 0.29% (n = 330,000). proliferation, % at 10 µM. MIN6 cells proliferation, ATPlite luminescence, 48 h; cells starved in 0.2% serum; 100% = growth in 10% serum;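 active = compounds whose signal lies at least 3.5 SD above the mean of all wells on their plate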;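 note: 0% = DMSO-treated cells in low-serum medium and 100% = 10% serum control; some compounds called inactive have numbers as strong as hits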
APOBEC3G inh = blocks human APOBEC3G single-stranded DNA deamination. Q9HC16. recombinant A3G, ssDNA deamination FAM/TAMRA fluorescence. inhibition, % at 20 µM. actives 0.28% (n = 330,000);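 active = inhibition of at least 40% at 20 µM, with no more than 30% in the related APOBEC3A deaminase screen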;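 note: plate controls were DMSO wells with A3G for no effect and wells lacking A3G enzyme for full effect; some compounds called inactive have numbers as strong as hits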
Target sequence (Q9HC16 whole entry, looked up): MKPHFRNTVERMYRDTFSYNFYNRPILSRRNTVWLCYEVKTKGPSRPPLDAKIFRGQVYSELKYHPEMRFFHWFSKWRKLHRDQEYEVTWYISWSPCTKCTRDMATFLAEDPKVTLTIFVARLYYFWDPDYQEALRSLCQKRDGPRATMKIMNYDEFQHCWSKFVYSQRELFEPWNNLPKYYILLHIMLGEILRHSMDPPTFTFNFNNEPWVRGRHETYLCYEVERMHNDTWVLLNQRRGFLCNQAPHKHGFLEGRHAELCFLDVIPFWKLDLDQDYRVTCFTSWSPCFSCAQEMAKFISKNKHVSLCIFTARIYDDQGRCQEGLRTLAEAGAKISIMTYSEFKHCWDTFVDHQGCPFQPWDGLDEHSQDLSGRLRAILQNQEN
SENP1 inh = inhibitors of human SENP1 SUMO protease catalytic domain; actives 0.21% (n = 360,000); AID 624204; inhibition, % at 10 µM; recombinant SENP1 catalytic domain, CyPet-SUMO1-YPet FRET cleavage;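 active = inhibition at least 30% at 10 µM, raw YFP signal under a set limit, fluorescence ratio 0.5 to 1.5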;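 note: 0% = enzyme with DMSO and 100% = no enzyme wells; some results filed as inactive read as strong as hits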
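Assay system – human recombinant His6-tagged SENP1 catalytic domain enzyme · Input – SENP1 enzyme, 20 pM final · Buffer or medium – Tris pH 8 buffer plus EDTA, NaCl, BME, BSA, NP40, catalase · Schedule – 50 min reaction at room temperature · Technique – FRET read of cyan and yellow fluorescence · Control set – no-enzyme wells low, DMSO-plus-enzyme wells high control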
hIAP act = increases human intestinal alkaline phosphatase activity. actives 0.16% (n = 330,000). AID 2524. purified human IAP, CDP-Star luminescence, 30 min; active compounds read high; 1 = vehicle-only enzyme, 0 = enzyme-free background. P09923. activation factor at 10 µM;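 active = activation factor of the enzyme at least 2-fold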; note: the source names both 10 and 20 µM as test concentration; values of inactives mirror those of a sister screen read the other way
Target sequence (P09923 whole entry, looked up): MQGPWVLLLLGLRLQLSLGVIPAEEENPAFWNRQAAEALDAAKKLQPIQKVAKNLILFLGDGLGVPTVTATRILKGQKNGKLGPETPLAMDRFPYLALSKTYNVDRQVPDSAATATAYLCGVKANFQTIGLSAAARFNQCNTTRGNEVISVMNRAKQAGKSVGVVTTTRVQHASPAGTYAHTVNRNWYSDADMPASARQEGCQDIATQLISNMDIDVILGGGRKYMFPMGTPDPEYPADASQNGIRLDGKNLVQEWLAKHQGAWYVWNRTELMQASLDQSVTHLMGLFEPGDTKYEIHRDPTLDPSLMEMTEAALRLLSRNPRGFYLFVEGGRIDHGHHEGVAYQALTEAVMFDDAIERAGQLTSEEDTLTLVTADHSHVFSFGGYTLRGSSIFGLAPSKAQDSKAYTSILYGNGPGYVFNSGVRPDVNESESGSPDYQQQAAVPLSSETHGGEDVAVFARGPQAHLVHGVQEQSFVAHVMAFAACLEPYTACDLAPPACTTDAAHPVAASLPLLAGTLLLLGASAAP
mIAP block = blocks mouse intestinal alkaline phosphatase | actives 0.2% (n = 330,000) | inhibition, % at 10 µM | purified mouse IAP, CDP-Star luminescence, 30 min;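 active = inhibition of at least 40% at 10 µM in the primary screen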;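 note: plate controls were DMSO with enzyme for no effect and no enzyme wells for full effect; values of inactives mirror those of a sister screen read the other way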
hIAP block = blocks human intestinal alkaline phosphatase | P09923 | purified IAP, CDP-Star luminescence, 30 min | inhibition, % at 10 µM | actives 0.12% (n = 330,000) | AID 2544;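 active = inhibition reaching a set limit with compound at 10 µM in the primary screen, cut at about 35% in these data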;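 note: plate controls were DMSO wells with enzyme for no effect and no-enzyme buffer wells for full effect; values of inactives mirror those of a sister screen read the other way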
* marks the source's active call; other numbers are inactive results; . = not tested or not shown.

no.	Compound	mIAP act	APOBEC3A inh	NALP3 yeast inh	MIN6 prolif	APOBEC3G inh
1	CC(C)(C)C(=O)O[C@H]1CC[C@@]2(C)C(=CC(=O)C3C2CC[C@]2(C)C(=O)[C@H](O)CC32)C1 (some centres undefined)	1.1	1	12	1	2
2	O=C(O)C1Cc2ccccc2N2CCCC12 (centres undefined)	0.96	6	17	5	6
3	Cc1ccc(OCC(=O)N2CCN(Cc3ccc4c(c3)OCO4)CC2)cc1	0.96	-4	24	-1	-7
4	COc1cc(C(c2c(C)[nH]n(-c3ccccc3)c2=O)c2c(C)[nH]n(-c3ccccc3)c2=O)cc(OC)c1OC	0.92	-1	22	-2	4
5	N#Cc1ccccc1Cn1cc(C(=O)C2CC2)c2ccccc21	0.98	-1	10	2	-6
6	COc1ccc(-n2c(-c3ccc(C)cc3)nc3ccccc3c2=O)cc1	0.95	7	-4	-3	2
7	NC(=O)c1ccsc1NC(=O)COC(=O)Cc1ccccc1	1.1	-5	20	0	7
8	Cc1cccc(N2C(=O)NC(=O)/C(=C/c3ccc(-c4ccc(C(=O)O)c(Cl)c4)o3)C2=O)c1	0.87	10	23	-3	-1

no.	SENP1 inh	hIAP act	mIAP block	hIAP block
1	-5	1.2	-10	-24
2	-50	0.97	4	3
3	1	1	4	0
4	3	0.8	8	20
5	0	1.1	2	-6
6	-1	1	5	-1
7	0	1.3	-14	-29
8	.	0.97	13	3

The list goes on:
no.	Compound	mIAP act	APOBEC3A inh	NALP3 yeast inh	MIN6 prolif	APOBEC3G inh
9	c1ccc(-c2nc(N3CCOCC3)s[n+]2-c2ccccc2)cc1	0.84	-1	6	0	4
10	NC(=S)/N=C/c1c(O)[nH]c(=O)[nH]c1=O	0.92	3	27	-1	-4
11	O=c1cccc2n1C[C@@H]1C[C@@H]2CN(CC(O)c2ccc([N+](=O)[O-])cc2)C1 (some centres undefined)	1	4	-2	1	-4
12	Cc1cc(C(=O)OCC(=O)Nc2ccc(F)cc2)c(C)n1C1CC1	0.89	-2	26	0	-4
13	CCc1ccc(N2C(=O)CC(=O)NC2=O)cc1	1	-1	17	-2	-4
14	Cc1cccc(CNCCc2c[nH]c3ccccc23)c1	1.1	-3	17	-5	-4
15	O=c1[nH]c(=S)n(-c2ccc(Br)cc2)c(O)c1C=Nc1ccc(N2CCOCC2)cc1	0.89	-1	12	0	-5
16	CC1C(c2cccs2)=[N+]([O-])C(C)(C(=O)c2ccc(Cl)cc2)N1O (centres undefined)	0.88	0	9	0	-2

no.	SENP1 inh	hIAP act	mIAP block	hIAP block
9	-1	1	16	-1
10	6	1.1	8	-5
11	1	0.91	0	9
12	-9	1	11	-3
13	-2	0.9	-4	10
14	0	0.85	-9	14
15	16	1	11	0
16	1	1.1	12	-6

Profiles as entered above. Values in the order: mIAP act, APOBEC3A inh, NALP3 yeast inh, MIN6 prolif, APOBEC3G inh, SENP1 inh, hIAP act, mIAP block, hIAP block
`NC(=O)c1ccsc1NC(=O)COC(=O)Cc1ccccc1` as listed: 1.1, -5, 20, 0, 7, 0, 1.3, -14, -29
`CCc1ccc(N2C(=O)CC(=O)NC2=O)cc1` as listed: 1, -1, 17, -2, -4, -2, 0.9, -4, 10
`c1ccc(-c2nc(N3CCOCC3)s[n+]2-c2ccccc2)cc1` as listed: 0.84, -1, 6, 0, 4, -1, 1, 16, -1
`Cc1cccc(N2C(=O)NC(=O)/C(=C/c3ccc(-c4ccc(C(=O)O)c(Cl)c4)o3)C2=O)c1` as listed: 0.87, 10, 23, -3, -1, ., 0.97, 13, 3
`O=c1[nH]c(=S)n(-c2ccc(Br)cc2)c(O)c1C=Nc1ccc(N2CCOCC2)cc1` as listed: 0.89, -1, 12, 0, -5, 16, 1, 11, 0

The list continues.
no.	Compound	mIAP act	APOBEC3A inh	NALP3 yeast inh	MIN6 prolif	APOBEC3G inh
17	CCOc1ccc(-n2c(O)c(C=Nc3ccc(N4CCOCC4)cc3)c(=O)[nH]c2=O)cc1	0.97	-6	17	-2	-7
18	COc1ccc(C2=NCC(=O)N(CC(=O)NCc3ccco3)c3sc4c(c32)CCCC4)cc1OC	1.1	-1	-3	0	-1
19	CC1CCCN(C(=O)CCl)C1 (centres undefined)	1	2	6	-2	-6
20	c1ccc2cc(CC3=NCCN3)ccc2c1	0.96	-2	12	-2	-1
21	CCOc1ccc(C2SCC(=O)Nc3c2c(=O)[nH]n3C2CCCCCC2)cc1 (centres undefined)	1.1	-6	1	-1	-10
22	O=P(c1ccccc1)(c1ccccc1)N1CCCCC1	0.85	-7	-3	-3	-10
23	COc1cc(/C=N/NC(=O)CN2CC(c3ccccc3)CC2=O)ccc1OC(=O)N(C)C (centres undefined)	0.98	-3	-2	0	-2
24	Cc1nn(Cc2ccccc2)c(C)c1C(=O)NCc1ccccc1	0.96	1	-2	-2	-2

no.	SENP1 inh	hIAP act	mIAP block	hIAP block
17	24	1	2	-4
18	2	0.99	-6	1
19	1	0.85	-3	14
20	1	1.1	4	-11
21	1	1	-6	-2
22	1	0.9	15	10
23	2	1	2	-2
24	4	1.1	4	-10

(list continues)
no.	Compound	mIAP act	APOBEC3A inh	NALP3 yeast inh	MIN6 prolif	APOBEC3G inh
25	CN(C)S(=O)(=O)c1cccc(C(=O)N2CCC(C(=O)O)(c3ccccc3)CC2)c1	1	-5	13	-2	-8
26	C/C=C1/CC(C)C(C)(O)C(=O)OCC2CCN3CCC(OC1=O)C23 (centres undefined)	0.85	-1	20	2	-8
27	Cc1c(C(c2ccccc2Cl)c2c(O)c3ccccc3oc2=O)c(=O)n(-c2ccccc2)n1C (centres undefined)	1	3	29	-2	1
28	Nc1c(C(=O)NCCCc2ccccc2)c2nc3ccccc3nc2n1Cc1cccs1	1.3	2	9	-6	-4
29	FC(F)(F)c1cccc(-n2nnnc2C2(N3CCOCC3)CCCCC2)c1	1.1	4	1	1	4
30	S=C1NCCN1	0.87	-4	2	2	-5
31	Nc1cccc(N=Cc2c(O)n(Cc3ccc(F)cc3)c(=O)[nH]c2=O)c1	1	-5	3	-2	-4
32	O=C1CN=C(c2ccc(Br)cc2)c2oc3ccccc3c2N1	1.1	-3	14	0	-5

no.	SENP1 inh	hIAP act	mIAP block	hIAP block
25	0	0.96	0	4
26	-3	1	14	-1
27	2	0.83	-4	16
28	-19	1	-27	-3
29	0	0.86	-12	14
30	2	0.92	13	8
31	-26	1.1	-4	-11
32	-4	0.91	-6	9

More records follow:
no.	Compound	mIAP act	APOBEC3A inh	NALP3 yeast inh	MIN6 prolif	APOBEC3G inh
33	CCOc1ccccc1CNCCc1ccc2c(c1)OCO2	1	-5	13	1	-4
34	O=C(c1cccnc1)c1cc2ccccc2[nH]1	0.99	2	16	-2	-2
35	O=C1NC(=O)N(CCNc2ncc(C(F)(F)F)cc2Cl)C(=O)C1Cc1ccc(Cl)cc1 (centres undefined)	0.95	-3	9	-4	-3
36	CC1(C(O)(C#CCN2CCCCC2)c2ccccc2)CCCC1 (centres undefined)	1	-2	39	-3	-8
37	Cc1ccc(OP(=O)(O)Oc2ccc(C)cc2)cc1	1	0	-5	5	-1
38	O=c1[nH]c(=S)n(CCC2=CCCCC2)c(O)c1/C=N/Nc1ccccc1	0.86	-1	-6	-6	38
39	Cc1cccc(N2C(=O)/C(=C/c3ccc(N4CCN(C)CC4)o3)C(=O)NC2=S)c1C	0.76	30	9	-2	27
40	Cc1cccc(OP(=O)(Oc2cccc(C)c2)OC(c2ccccc2)C(F)(F)F)c1 (centres undefined)	1	-7	10	-3	-7

no.	SENP1 inh	hIAP act	mIAP block	hIAP block
33	2	0.95	-1	5
34	3	0.96	1	4
35	1	1	5	-4
36	1	0.96	-2	4
37	3	0.97	-3	3
38	-36	1.1	14	-11
39	34*	0.95	24	5
40	0	1.4	-1	-38

Carrying on.
no.	Compound	mIAP act	APOBEC3A inh	NALP3 yeast inh	MIN6 prolif	APOBEC3G inh
41	Cc1cc(OC(C)C(=O)NCc2ccncc2)c2c3c(c(=O)oc2c1)CCC3 (centres undefined)	1	-4	6	-3	-4
42	COC(=O)C1=C(c2cccc(OC)c2OC)C[C@@H]2CC[C@H]1N2C(=O)N1CCCC1	1.1	1	-2	3	-4
43	COc1ccc(N2CC2c2ccncc2)cc1 (centres undefined)	0.95	-1	8	2	-5
44	C[C@]12CCC(=O)C=C1C=CC1C2CC[C@]2(C)C(=O)CCC12 (some centres undefined)	1	-1	50*	0	-6
45	CC12CCC3C(CC=C4CC(O)CCC43C)C1C/C(=C\N1CCCC1)C2=O (centres undefined)	1	-3	59*	-3	-8
46	COC(=O)c1ccc(N=C(c2ccccc2)c2c(O)n(C)c(=O)n(C)c2=O)cc1	1	-4	16	-1	-3
47	CC(Cc1ccccc1)NC(=O)CCCCC(=O)NC(C)Cc1ccccc1 (centres undefined)	1	-3	22	-2	-4
48	CC1(C)C2([N+](=O)[O-])CN3CC1([N+](=O)[O-])CN(C2)C3c1cccnc1 (centres undefined)	0.98	-2	-2	-3	-4

no.	SENP1 inh	hIAP act	mIAP block	hIAP block
41	1	1	-1	0
42	1	0.93	-6	7
43	2	1	5	-1
44	-1	0.97	0	2
45	.	0.94	-2	6
46	-1	0.98	-3	2
47	1	1.1	-2	-10
48	-1	0.91	2	9

Going on with the list:
no.	Compound	mIAP act	APOBEC3A inh	NALP3 yeast inh	MIN6 prolif	APOBEC3G inh
49	NP(=O)(OCCCCc1ccccc1)Oc1ccccc1Cl (centres undefined)	1	1	28	-2	-5
50	Cc1nc2cc(C(=O)N3CCC4(CC3)OCCO4)ccc2n1-c1cccc(F)c1	0.96	-3	4	1	-7
51	COc1cc(OC)cc(C2(C#N)CCN(C)CC2)c1	1	4	10	-1	1
52	O=C(NCc1cccnc1)Nc1ccc([N+](=O)[O-])cc1	0.87	-3	18	-2	-8
53	CN1[C@@H]2CC[C@H]1CC(OC1c3ccccc3CCc3ccccc31)C2 (some centres undefined)	0.83	0	25	-8	0
54	Cc1c(Cl)cccc1N1C(=O)NC(=O)/C(=C\c2cc(C)n(-c3cccc(C(=O)O)c3C)c2C)C1=O	0.87	24	16	-2	6
55	COC(=O)C1=C(c2ccc(F)cc2F)C[C@@H]2CC[C@H]1N2C(=O)NCCNC(C)=O	0.98	-2	-1	3	-9
56	COC(=O)C1=C(c2ccc(OC(F)(F)F)cc2)C[C@@H]2CC[C@H]1N2C(=O)NCCOc1ccccc1	1.1	3	13	-6	-9
57	C[C@]12CC[C@H](O)CC1=CC(=O)C1C2CC[C@]2(C)C(=O)CCC12 (some centres undefined)	0.97	4	17	-2	0
58	Cc1cc(Oc2ccc(C(F)(F)F)cc2[N+](=O)[O-])c2c3c(c(=O)oc2c1)CCC3	1	4	3	1	4

no.	SENP1 inh	hIAP act	mIAP block	hIAP block
49	2	0.95	-4	5
50	-1	0.98	4	2
51	3	0.9	-3	10
52	0	0.96	13	4
53	1	1	17	-4
54	-19	1.2	13	-17
55	1	0.92	2	8
56	4	1.1	-8	-12
57	5	1	3	-2
58	1	0.91	-1	9

Some of the compounds tested; rates above refer to the full screens.
